High-throughput results (PubChem BioAssay)
NPSR antagonist = qHTS Assay for Antagonists of the Neuropeptide S Receptor: cAMP Signal Transduction; Q6W5P4; CHO-NPSR cells, cAMP TR-FRET, antagonist mode; Potency, µM (doses to about 38.3 µM), for the others: top-dose activity change, negative = inhibition, most hits filed as inhibitors; 220,000 compounds, 1% hits; also: potency is read from the fitted curve at half-maximal effect; % is scaled to controls: 0 for no effect and ±100 for the full control effect; nearly all actives have a fitted effect of over 50% in size; many of its hits are not listed in these tables
Target sequence (Q6W5P4 whole entry, looked up): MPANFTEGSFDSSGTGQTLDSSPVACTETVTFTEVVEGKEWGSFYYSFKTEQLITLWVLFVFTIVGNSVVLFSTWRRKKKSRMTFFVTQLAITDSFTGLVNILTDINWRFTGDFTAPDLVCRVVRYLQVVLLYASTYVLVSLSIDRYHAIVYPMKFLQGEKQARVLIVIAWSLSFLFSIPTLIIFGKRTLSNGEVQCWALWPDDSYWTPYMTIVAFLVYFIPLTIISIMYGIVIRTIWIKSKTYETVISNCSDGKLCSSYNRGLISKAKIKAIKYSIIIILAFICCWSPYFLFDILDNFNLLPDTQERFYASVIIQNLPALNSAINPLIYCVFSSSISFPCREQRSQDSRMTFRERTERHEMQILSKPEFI
LMNA splice mod = qHTS Assay for Modulators of Lamin A Splicing | HeLa LMNA splicing GFP/RFP minigene ratio, 48 h | Potency, µM (highest dose often 46.1 µM), without a hit: at the top dose ratio change, negative = inhibition, most hits filed as inhibitors | 200,000 compounds, 0.01% hits; active = well fitted inhibition curve with a large enough effect in the signal ratio, with a control signal flat, not every such curve was filed as active; inconclusive = small, poorly fitted or top-dose-only effect, or effect the other way, or a change in a side signal; the % refers to the signal ratio; also: potency is read from the fitted curve at half-maximal effect; % is scaled to controls: 0 for no effect and ±100 for the full control effect
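Read-out is the ratio of GFP to DsRed2 object intensity, acquired by 488 nm laser-scanning cytometry on HeLa lamin A-EGFP minigene reporter cells. Compound incubation 48 hrs at 37 °C in Opti-MEM with 2% FBS; DMSO 0.5% final.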
KinaseGlo FLuc = Counterscreen for Luciferase (Kinase-Glo TM) Inhibition; Luciferin 4-monooxygenase (Photuris pensylvanica), Q27757; Kinase-Glo luciferase, ATP luminescence, 8 min; Potency, µM (doses to about 38.3 µM), inactives show at the highest dose activity change, negative = inhibition, actives largely listed as inhibitors; 200,000 compounds, 0.28% hits; AID 1379, 2008; also: potency is read from the fitted curve at half-maximal effect; % is scaled to controls: 0 for no effect and ±100 for the full control effect; nearly all actives have a fitted effect of over 60% in size
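Light output from Kinase-Glo luciferase with luciferin and 10 uM ATP in 50 mM imidazole pH 7.2, KCl, MgCl2, Tween 20, BSA; compound pin-delivered, 8-min ambient incubation, then luminescence read.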
Epigenetic derep = Quantitative High-Throughput Screen for Regulators of Epigenetic Control; AID 1865, 2009; Potency, µM (highest dose often 53.9 µM), for the others: at the highest dose GFP activation, hits mostly activators; murine LDR cells, GFP reporter derepression, 30 h; 280,000 compounds, 0.2% hits; also: potency is read from the fitted curve at half-maximal effect; % of control where 0% means no effect; nearly all actives have a fitted effect of over 60% in size
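Reporter derepression read as number of fluorescent GFP-positive objects, 20-120 um in size, counted by laser-scanning cytometer. Mouse LDR line with an epigenetically silenced CMV-GFP locus; compound incubation 30 h, 37 C.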
GLA spleen mod = qHTS Assay for Inhibitors and Activators of Human alpha-Galactosidase From Spleen Homogenate; Alpha-galactosidase A (Homo sapiens), P06280; human spleen homogenate, 4MU-alpha-Gal fluorescence, 40 min; Potency, µM (doses to about 80 µM), for inactives: at the top dose activity change, negative = inhibition, usual class: inhibitors; 240,000 compounds, 0.008% hits;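 also: potency is read from the fitted curve at half-maximal effect; 0% = enzyme with vehicle and -100% = no enzyme basal signal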
Target sequence (P06280 32-429 limits assumed): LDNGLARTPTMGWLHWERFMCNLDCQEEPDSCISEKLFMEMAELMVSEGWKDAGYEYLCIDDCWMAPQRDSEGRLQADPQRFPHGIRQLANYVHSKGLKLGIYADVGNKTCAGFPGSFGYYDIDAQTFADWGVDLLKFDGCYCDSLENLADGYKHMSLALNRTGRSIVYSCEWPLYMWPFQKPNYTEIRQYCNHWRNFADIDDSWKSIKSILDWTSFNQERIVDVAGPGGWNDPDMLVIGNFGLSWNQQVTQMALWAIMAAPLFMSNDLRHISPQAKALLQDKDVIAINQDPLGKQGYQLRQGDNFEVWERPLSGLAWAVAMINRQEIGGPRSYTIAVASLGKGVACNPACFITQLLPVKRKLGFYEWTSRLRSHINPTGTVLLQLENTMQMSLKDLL
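Spleen homogenate 1 ug + cpd (titration) + 4-MU-alpha-D-galactopyranoside 1 mM; 37C 40 min; 50 mM citrate/phosphate pH 5.0, 0.01% Tween-20; stop pH 10; fluorescence 365/440; AC50 via Hill.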
CBFb RUNX1 block = qHTS Assay for Compounds Blocking the Interaction Between CBF-beta and RUNX1 for the Treatment of Acute Myeloid Leukemia | AID 1477, 2009 | 230,000 tested, under 10 active | Runt-related transcription factor 1 (Homo sapiens) + Core-binding factor subunit beta … | AlphaScreen CBFb-His/RUNX1-biotin binding, biochemical | Potency, µM (titrated, usually from 59.8 µM), for the others: at the top dose activity, negative = inhibition, hits mostly inhibitors; also: % of control where 0% means no effect
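Compounds were screened at multiple concentrations against a preformed CBF-beta(His)/RUNX1(biotin) complex (30 nM of each) for 15 min at room temperature, followed by 90 min with nickel and streptavidin beads and AlphaScreen reading.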
IMPase Li inh = qHTS Assay for Identifying the Cell-Membrane Permeable IMPase Inhibitors: Potentiation with Lithium. CHO-M1 cells, IP1 TR-FRET (IP-One), carbachol + lithium. Potency, µM (doses to about 59.4 µM), for the others: top-dose activity, negative = IMPase inhibition, usual class: inhibitors. 210,000 compounds, 0.35% hits. AID 1457, 2008;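 also: IP1 builds up when IMPase is blocked and the TR-FRET signal falls; potency is read from the fitted curve at half-maximal effect; plate controls were basal vehicle for no effect and high inhibitor control for full effect; nearly all actives have a fitted effect of over 50% in size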
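Readout is a homogeneous TR-FRET IP1 immunoassay (Ex 320, Em 665 and 620), where raised cytosolic IP1 lowers signal. Cells were CHO-M1 treated 30 min at 37C with test compounds plus a little lithium; AC50 values came from Hill-equation fitting.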
Numbers without * were called inactive; ? = inconclusive; . = no result given; & = joins results of further samples; [ ] = another dose, or the depositor's remark. Unless noted, calls follow the shape of the dose curve; as a rule, active = well fitted curve in the direction sought with a large enough effect; inconclusive = small, poorly fitted or top-dose-only effect, or another doubt; inactive = no such curve, though single readings can be large; an effect the other way counts as inactive or inconclusive.

Values run as follows: NPSR antagonist | LMNA splice mod | KinaseGlo FLuc | Epigenetic derep | GLA spleen mod | CBFb RUNX1 block | IMPase Li inh
- CCC(=O)N1CCc2cc(S(=O)(=O)CCC(=O)NCc3ccc4c(c3)OCO4)ccc21
 : -3%[46.1 µM] | -6% | -3% | 0.0% | 0% | 11% | 20%
- COc1ccc(Cn2c(=O)[nH]c3cc(OC)c(OC)cc3c2=O)cc1
 : -6% | . | . | 4.0% | -16% | 11% | .
- CCOC(=O)CSC1=C(C#N)C(c2ccccc2OCC)C(C(=O)OCC)C(=O)N1 (centres undefined)
 : -17%[46.1 µM] | 8% | 0% | -3.0% | -3% | 5% | 4%[38.3 µM]
- O=C(O)CN(c1ccc2c(c1)OCCO2)S(=O)(=O)c1ccccc1
 : -13%[46.1 µM] | -6% | 0% | -12% | 2% | 10% | 0%
- CC1(C)OC(=O)C(C(c2ccccc2)C(C#N)C(N)=O)=C(O)O1 (centres undefined)
 : -9%[46.1 µM] | 1% | 2% | -0.1% | 1% | 12% | 17%[38.3 µM]
- Cc1ccc2nc(Cl)c(/C=N/n3c(C)nnc3C)cc2c1
 : 2% | -9%[46 µM] | -2% | 2.6% | -1% | -2% | 10%
- C=C(C)Cn1c(COc2ccccc2)nnc1SCC(=O)O
 : -3%[46.1 µM] | 2% | -5% | -1.1% | 1% | 6% | -10%[38.3 µM]
- COc1ccc(/C=N/NC(=O)C(C)n2cnc3ccccc3c2=O)cc1 (centres undefined)
 : -6% | -4% | 2% | 0.0% | -2% | -4% | -2%
- O=c1c(-c2ccccc2)coc2cc(O)ccc12
 : ? | 3%[46 µM] | ? | -2.0% | 5% | ? | .
- Cc1ccc(-c2nnn(CC(=O)N(CC(=O)NCC3CCCO3)c3ccc(F)c(Cl)c3)n2)o1 (centres undefined)
 : -12%[46.1 µM] | ? | 0% | -0.8% | -9% | 0% | 7%[38.3 µM]
- COC(=O)c1c(NC(NC(=O)c2ccccc2)(C(F)(F)F)C(F)(F)F)sc2c1CCN(C)C2
 : 10% | ? | -3% | -6.3% | -1% | 8% | -1%
- O=S(=O)(c1ccc(OCC(O)CN2CCc3ccccc3C2)cc1)N1CCOCC1 (centres undefined)
 : 4%[46.1 µM] | 10% | -2% | -0.8% | 2% | 5% | 28%[38.3 µM]
- Cn1ncc(C#N)c1/N=C/N1CCCCC1
 : -2%[46.1 µM] | 13% | 7% | 1.1% | 3% | 0% | 23%[38.3 µM]
- C=CCOC(=O)N[C@H](c1cccc(C(F)(F)F)c1)C(C(C)=O)C(C)=O
 : . | . | 4% | 1.1% | 3% | 8% | 16%
- CSc1cc(-c2ccccc2)n(Cc2c(Cl)cccc2Cl)c(=O)c1C#N
 : -3%[46.1 µM] | 29% | -2% | 4.2% | 4% | 0% | 19%[38.3 µM]
- Cn1c(-c2cccc(Br)c2)n[nH]c1=O
 : 12% | . | -1% | 1.1% | -2% | -1% | 3%
- Cc1[nH]c(=O)c(C#N)c2c1CSC(C)(C)C2
 : -2%[46.1 µM] | -7% | -2% | -1.1% | -1% | -6% | 1%[38.3 µM]
- O=C1CCCN1c1ccc(S(=O)(=O)NCCOc2ccccc2)cc1
 : -3%[46.1 µM] | ? | -2% | 1.2% | 13% | 11% | 6%
- Nc1nnc(-c2cc3c(ccc4ccccc43)oc2=O)s1
 : -32% | ? | -1% | ? | 5% | 8% | -10%
- Cc1ccc2nc(N3C(=O)C(O)=C(C(=O)c4ccco4)C3c3cccs3)sc2c1 (centres undefined)
 : 7.9µM* | 1% | 0% | -0.1% | -5% | -19% | ?
- O=C(Cc1ccc(Cl)cc1)Nc1nc2ccccc2[nH]1
 : -5%[46.1 µM] | 8% | -6% | -2.4% | -16% | 6% | 4%[38.3 µM]
- COc1ccc(-c2cnnc(CCCn3ccnc3-c3ccccc3)n2)cc1
 : . | . | . | 1.1%[10.1 µM] | 11%[17.5 µM] | 12%[13.1 µM] | .
- COc1ccccc1-c1n[nH]c(=S)o1
 : 26%[46.1 µM] | 12% | 3% | -0.8% | -7% | 9% | ?
- COc1ccc([N+](=O)[O-])cc1NC(=O)C1CCCO1 (centres undefined)
 : 5% | 11% | 0% | 0.0% | 6% | 7% | -4%
- O=C1c2cc(Cl)ccc2OC2(CCNCC2)C12CC(c1ccccc1)=NO2 (centres undefined)
 : 4% | . | . | 0.2% | -3% | 11% | .
- O=C(O)c1ccc(OCCn2ccnc2)cc1
 : 4%[46.1 µM] | ? | -2% | -3.0% | -9% | 3% | -4%[38.3 µM]
- CCN(CC)C(=O)CCc1nnc(Cc2cccc(C(F)(F)F)c2)o1
 : 6% | . | -1% | 1.1% | 6% | 8% | 7%
- CN(C)C(=O)c1cc(F)ccc1Sc1cc(Cl)ccc1Cl
 : -15%[46.1 µM] | 6% | 18% | 0.9% | -3% | 10% | 34%[38.3 µM]
- COc1cccc(NC(=O)Nc2cc(C(=O)O)ccc2C)c1
 : 7% | . | 2% | -1.5% | -5% | -7% | -12%
- CCOC(=O)N1CCN(CC(=O)Nc2ccc(OC)cc2)CC1
 : -3%[46.1 µM] | -1% | 5% | -0.7% | 5% | 0% | -2%[38.3 µM]
- COc1ccc(S(=O)(=O)N(CC(=O)N2CCOCC2)Cc2ccccc2)cc1C
 : -22%[46.1 µM] | 1% | -2% | -0.1% | 3% | 10% | 26%[38.3 µM]
- Cc1ccc(S(=O)(=O)N2CCCC2C(=O)NC2=NCCS2)cc1 (centres undefined)
 : 8%[46.1 µM] | 5% | 1% | 3.7% | -2% | -2% | 5%[38.3 µM]
- CC(Oc1ccc(-n2cnnn2)cc1)C(=O)O (centres undefined)
 : 17% | 27%[46 µM] | 1% | -1.1% | 2% | 3% | -3%
- CCOC(=O)C1=C(C)N(Cc2ccc(C(=O)O)cc2)C(=O)NC1c1ccc([N+](=O)[O-])cc1 (centres undefined)
 : 0% | 6% | 2% | 3.3% | -7% | 6%[2.36 µM] | -12%
- Cc1ccc(C(=O)Nc2ccccc2Sc2ccccc2)cc1
 : -12% | -19% | -1% | -1.0% | 7% | ? | 16%
- O=C(Nc1ccc2[nH]c(=S)sc2c1)Nc1ccccc1F
 : 23% | ? | . | 2.2% | -15% | -11% | .
- Cc1c(C(=O)Nc2ccc3c(c2)OCCO3)sc2nc(-c3ccccc3)cn12
 : -29% | ? | 5% | -1.0% | -9% | -22% | 28%
- CCc1cccc2c(C(=O)COC(=O)c3cccc(S(=O)(=O)N(C)C4CCCCC4)c3)c[nH]c12
 : -45% | ? | 3% | -1.1% | -6% | 8% | 8%
- COc1cc(/C=C2/CCC/C(=C\c3cc(O)c(OC)c(Cl)c3)C2=O)cc(Cl)c1O
 : 7.9µM* | ? | -3% | ? | -5% | -23% | 14%[38.3 µM]
- CCc1ccc(NC(=O)CSc2nc(O)cc(=O)n2C2CCCC2)cc1
 : -6% | . | 0% | -1.9% | -1% | 9% | -2%
- O=C(CN1CCN(S(=O)(=O)c2ccc(Cl)s2)CC1)N1CCOCC1
 : -33% | . | . | -1.0% | 6% | 2% | .
- N#CC1=C(N)N(c2ccc(F)cc2)C(=O)C1
 : 2%[46.1 µM] | -3% | 0% | -2.2% | 3% | 7% | 8%
- O=c1[nH]c(=O)n(Cc2ccccc2)c2c1C(C(F)(F)F)(C(F)(F)F)N=C(c1ccco1)N2
 : -9%[46.1 µM] | 4% | 1% | 2.3% | -4% | -1% | 5%[38.3 µM]
- Cc1ccc(-n2nc(C)c3c2OC(N)=C(C#N)C3c2ccccc2F)cc1 (centres undefined)
 : -14%[46.1 µM] | -11% | 1% | -0.9% | -5% | 1% | 0%[38.3 µM]
- Cc1ccc(OCCC(=O)OCC(=O)Nc2ccc(Cl)cn2)cc1
 : -32%[7.67 µM] | 8% | -7% | -4.0% | 1% | 6% | -13%[38.3 µM]
- CC(C)(C)NC(=O)c1ccccc1NC(=O)C1CCCO1 (centres undefined)
 : 15% | -3%[46 µM] | 5% | -4.7% | 3% | 3% | 3%
- O=C(Nc1nccs1)C(c1ccccc1)N1CCCC1 (centres undefined)
 : 3% | . | -4% | -1.4% | -1% | -8% | -2%
- CCCN1CNC(=S)N(c2ccccc2C)C1
 : 5% | . | 0% | 2.0% | -6% | 4% | -1%
- CC(C)CC(=O)NS(=O)(=O)c1ccc(N)cc1
 : 2%[46.1 µM] | -7% | -1% | 1.2% | -4% | 8% | 0%
- CS(=O)(=O)N1CCC2(CCN(Cc3ccc(C#N)cc3)CC2)CC1
 : . | . | 0% | . | -5% | . | 20%
- c1cc2nnnn2nc1N1CCCCCC1
 : -16%[46.1 µM] | -7% | 3% | -0.8% | 3% | -4% | 3%
- CC(C)CN1CCC(=O)N(CCSc2ccc(Br)cc2)CC1
 : 2% | . | . | -2.0% | 8%&3% | 1%&9% | .
- CC1(C)C(C#N)=C(N)OC2=C1C(=O)CCC2
 : -2%[46.1 µM] | 9% | -7% | -2.5% | 8% | -2% | -9%[38.3 µM]
- Cc1ccc(C2CC(c3ccccc3C)n3nc(N)nc3N2)cc1 (centres undefined)
 : 1%[46.1 µM] | -2% | 1% | -1.0% | ? | -5% | -3%
- COc1ccc(NC(=O)c2nc[nH]c2C(=O)N2CCN(C(=O)OC(C)(C)C)CC2)cc1
 : -5% | . | . | 3.1% | -5% | 7% | .
- Brc1ccc(-c2cn3c(n2)CCc2ccc4cccnc4c2-3)cc1
 : ? | ? | -1% | 0.8% | ? | 3% | 8%[38.3 µM]
- NC(=O)c1ccc(NC(=O)COC(=O)C2(c3cccc(F)c3)CCCC2)cc1
 : -14% | -17%[46 µM] | 6% | -4.2% | -2% | -6% | 2%
- COc1ccc2[nH]c3c(=O)n(Cc4ccncc4)cnc3c2c1
 : 3% | . | . | 0.0% | 9% | 5% | .
- Cn1nccc1NC(=O)CC1(CC(=O)O)CCCCC1
 : -3%[7.67 µM] | . | . | -1.4% | 2% | 4% | .
- CCOC(=O)C(C)Oc1ccsc1C(=O)OC (centres undefined)
 : 3%[46.1 µM] | 0% | -2% | -1.1% | 5% | -2% | -2%[38.3 µM]
- O=C(CSc1ccc(-c2ccccn2)nn1)NC1CCCCC1
 : 7% | 7%[46 µM] | -2% | 0.0% | 11% | . | -11%

Not all compounds are listed, so the mix of outcomes need not match the whole.
